# TbPYK inhibitor: inhibitors of Trypanosoma brucei pyruvate kinase. Potency, µM (highest dose often 76.8 µM), for inactives: at the top dose activity, negative = inhibition, hits mostly inhibitors. 410,000 compounds, 0.12% hits. TbPYK enzyme, Kinase-Glo Plus ATP luminescence, 45 min. Q57TT1; note: potency is the fitted concentration of half-maximal effect; nearly all actives have a fitted effect of over 50% in size
#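 T. brucei PYK with substrate was exposed to pin-transferred compounds across a concentration series, then started with 130 uM ADP (final). After 45 min at room temperature, Kinase-Glo Plus luminescence was read, normalized and curve-fitted.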
# HCV inhibitor: blocks hepatitis C virus | Huh7.5.1 HCVcc-Cre infection, luciferase reporter, 44 h | Potency, µM (series often up to 41.8 µM), for inactives: at the highest dose activity change, negative = inhibition, actives largely listed as inhibitors | 340,000 compounds, 3.4% hits | AID 651820; note: potency is the fitted concentration of half-maximal effect
#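 A cell-based infection assay in which seeded cells (1,000 per well) receive test compound after 4 h, are inoculated with HCVcc-Cre at approximately 0.5 moi, and are incubated 44 h before luminescence detection.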
# AmpC no deterg: inhibitors of E. coli AmpC beta-lactamase without detergent. P00811. AmpC nitrocefin hydrolysis, absorbance 480 nm, 0.0001% Triton. Potency, µM (highest dose often 57.1 µM), without a hit: at the top dose activity change, negative = inhibition, hits mostly inhibitors. 330,000 compounds, 0.52% hits. AID 485341;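 note: potency is the fitted concentration of half-maximal effect; plate controls were no compound for no effect and no enzyme for full effect; nearly all actives have a fitted effect of over 20% in size; some results filed as inactive show a strong effect at the top dose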
# Target sequence (P00811 whole entry, looked up): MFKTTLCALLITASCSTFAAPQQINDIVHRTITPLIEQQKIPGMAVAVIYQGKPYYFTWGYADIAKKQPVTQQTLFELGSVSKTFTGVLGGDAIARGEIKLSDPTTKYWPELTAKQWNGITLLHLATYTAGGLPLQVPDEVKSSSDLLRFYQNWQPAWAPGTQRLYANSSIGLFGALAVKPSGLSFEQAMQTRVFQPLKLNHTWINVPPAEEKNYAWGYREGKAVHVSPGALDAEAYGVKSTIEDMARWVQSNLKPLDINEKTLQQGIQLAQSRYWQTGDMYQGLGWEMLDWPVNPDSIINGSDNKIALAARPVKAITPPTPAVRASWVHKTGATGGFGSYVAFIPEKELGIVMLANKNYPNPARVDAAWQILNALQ
#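 AmpC (5.3 nM in the dispensed reagent) in 20 mM phosphate pH 7.0 with 0.01% (detergent screen) or 0.0001% Triton X-100 was preincubated with compounds for 15 min at room temperature. Nitrocefin was then added from an 800 uM solution, and hydrolysis was followed at 480 nm.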
# AMA1-RON2 inh: inhibitors of Plasmodium falciparum AMA1-RON2 interaction. AlphaScreen AMA1-biotinylated RON2 peptide binding. Potency, µM (top dose mostly 58.2 µM), for the others: at the highest dose activity change, negative = inhibition, hits mostly inhibitors. 360,000 compounds, 0.2% hits;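 note: potency is the fitted concentration of half-maximal effect; 0% = vehicle wells and -100% = peptide control; nearly all actives have a fitted effect of over 45% in size; some results filed as inactive show a strong effect at the top dose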
#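 AMA1 (3D7) with his tag at 25 nM final met compounds first, then biotinylated RON2 peptide at 25 nM; detection used donor plus acceptor beads, 10 µg/mL apiece, read by AlphaScreen after 30 min at room temperature.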
# LmPK inh: inhibitors of Leishmania mexicana pyruvate kinase | Q27686 | purified LmPK, Kinase-Glo ATP luminescence, 1 h | Potency, µM (titrated, usually from 57.5 µM), without a hit: top-dose activity change, negative = inhibition, usual class: inhibitors | 290,000 compounds, 0.37% hits | AID 1721; note: potency is the fitted concentration of half-maximal effect
# Target sequence (Q27686 whole entry, looked up): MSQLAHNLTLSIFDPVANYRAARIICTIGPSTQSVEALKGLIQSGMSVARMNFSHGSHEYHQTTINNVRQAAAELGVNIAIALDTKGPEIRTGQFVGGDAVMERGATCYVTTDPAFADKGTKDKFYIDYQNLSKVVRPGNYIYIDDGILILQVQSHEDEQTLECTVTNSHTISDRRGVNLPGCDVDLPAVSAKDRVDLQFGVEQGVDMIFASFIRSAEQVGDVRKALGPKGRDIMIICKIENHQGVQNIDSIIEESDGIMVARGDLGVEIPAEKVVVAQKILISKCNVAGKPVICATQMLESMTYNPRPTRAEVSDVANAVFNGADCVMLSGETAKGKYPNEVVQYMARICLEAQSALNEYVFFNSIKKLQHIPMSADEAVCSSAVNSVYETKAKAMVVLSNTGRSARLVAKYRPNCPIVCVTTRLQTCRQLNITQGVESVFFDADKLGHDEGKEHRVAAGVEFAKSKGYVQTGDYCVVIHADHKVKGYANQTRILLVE
#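 ATP generated from ADP (0.1 mM) and PEP (0.5 mM) by 0.1 nM LmPK over 1 h at room temperature (pH 7.2 imidazole buffer) was detected by coupled luciferase luminescence. Values were normalized to uninhibited and no-enzyme wells.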
# HCMV inh: blocks human cytomegalovirus replication; HFF cells, HCMV-luciferase reporter, 72 h; stronger effect = lower value; activity change, negative = inhibition, % at 57.5 µM; 410,000 compounds, 4.5% hits; AID 1259415; in the data active = activity change below about -60%; inconclusive = no clear call, values can overlap the other calls; inactive = above about -39%
#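 Luciferase read-out from HCMV-luciferase-infected HFFs (MOI 1 PFU/cell) 72 h post infection at 37C; compounds added after 16 h cell attachment; activity normalized between buffer-only basal and Salinomycin (10uM) inhibitor controls.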
# AmpC inh detg: AmpC beta-lactamase inhibition with detergent present; P00811; AmpC hydrolysis of nitrocefin, absorbance 480 nm, 0.01% Triton; Potency, µM (doses to about 114 µM), without a hit: top-dose activity change, negative = inhibition, most hits filed as inhibitors; 370,000 compounds, 0.041% hits;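 note: potency is the fitted concentration of half-maximal effect; 0% = no-compound wells and -100% = no-enzyme wells; nearly all actives have a fitted effect of over 25% in size; some results filed as inactive show a strong effect at the top dose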
#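 AmpC (5.3 nM in the dispensed reagent) in 20 mM phosphate pH 7.0 with 0.01% (detergent screen) or 0.0001% Triton X-100 was preincubated with compounds for 15 min at room temperature. Nitrocefin was then added from an 800 uM solution, and hydrolysis was followed at 480 nm.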
# Numbers without * were called inactive; ? = inconclusive; . = no result given; & = joins results of further samples; [ ] = dose if it differs, or a comment. Unless noted, calls come from the whole dose curve; as a rule, active = well fitted curve in the direction sought with a large enough effect; inconclusive = small, poorly fitted or top-dose-only effect, or another doubt; inactive = no such curve, though single readings can be large; an effect the other way counts as inactive or inconclusive. Unless noted, % is set by controls: 0 for no effect and ±100 for the full control effect. Outcome played no part in choosing rows. About 7.5% of those tested had a hit in this group.
# Preview (3 entries):
SMILES,TbPYK inhibitor,HCV inhibitor,AmpC no deterg,AMA1-RON2 inh,LmPK inh,HCMV inh,AmpC inh detg
COc1cc(NS(=O)(=O)c2ccc(NC(C)=O)cc2)nc(OC)n1,1.0%,21.3%,-3.7%,5.1%,14.0%,67.1,1.3%
C=C(C)CC1Nc2ccccc2NC1CC(=C)C (configuration not stated),5.1%,9.0%,-13.3%,-8.1%,-1.2%,2.5,?
COC(=O)c1c(-c2ccc(Cl)cc2)noc1N1CCN(c2ccc(OC)cc2)CC1,-8.2%,.,.,.,.,-4.1,11.3%

# Main list, previewed entries included:
SMILES,TbPYK inhibitor,HCV inhibitor,AmpC no deterg,AMA1-RON2 inh,LmPK inh,HCMV inh,AmpC inh detg
COc1cc(NS(=O)(=O)c2ccc(NC(C)=O)cc2)nc(OC)n1,1.0%,21.3%,-3.7%,5.1%,14.0%,67.1,1.3%
C=C(C)CC1Nc2ccccc2NC1CC(=C)C (configuration not stated),5.1%,9.0%,-13.3%,-8.1%,-1.2%,2.5,?
COC(=O)c1c(-c2ccc(Cl)cc2)noc1N1CCN(c2ccc(OC)cc2)CC1,-8.2%,.,.,.,.,-4.1,11.3%
CC(C)NC(=O)c1ccc2c(c1)nc1n2CCCCC1,-3.2%,.,.,.,.,68.9,20.0%
Cc1cccc(Nc2ccc(C(=O)N3CCOCC3)cn2)c1,1.4%,18.8%,-2.2%,9.9%,2.7%,-9.8,1.1%
COc1c(-c2ccc([N+](=O)[O-])cc2[N+](=O)[O-])c(=O)n(C)c(=O)n1C,-2.9%,0.6%,-11.9%,23.5%,-5.5%,-19.0,-4.9%
CCCNC(=O)c1ccc2c(=O)c(O)c(-c3ccsc3)[nH]c2c1,-6.2%,?,-32.7%,125.4%[activator],-2.7%,.,-5.2%
O=[N+]([O-])c1cc(S(=O)(=O)C(F)(F)F)ccc1Sc1nc2ccccc2s1,-13.3%,-18.6%,-36.5%,?,-0.2%,99.1,-2.3%
O=C(CSc1ccc2nnc(-c3cccnc3)n2n1)NCc1ccc2c(c1)OCO2,-28.9%,?,2.3%,-6.0%,7.0%,68.6,?
CCN(CC)c1cc(C)c2cc(NC(=O)/C=C/c3ccccc3Cl)ccc2n1,-4.9%,.,.,.,.,-106.5*,7.0%
CS(=O)(=O)c1nc(-c2ccco2)cc(C(F)(F)F)n1,.,.,-21.9%,.,-1.3%,.,1.3%
COc1ccc(CCNC(=O)Cn2c(=O)n(-c3ccccc3)c(=O)c3c(C)c(C)sc32)cc1OC,-2.5%,.,.,.,.,-11.6,23.2%
COc1cc(CN2CCN(C(O)(c3ccccc3)c3ccccc3)CC2)cc(OC)c1OC,25.1%,-5.2%,75.3%[activator],-18.3%,-0.6%,-13.7,-18.4%
COc1ccc(Cl)cc1NC(=O)CNCC(c1ccccc1)N(C)C (configuration not stated),-7.8%,-4.3%,43.7%,36.0%[activator],1.0%,7.6,-5.1%
N#CC1=C2SCN(c3ccccc3)CN2C(=O)CC1c1ccccc1Cl (configuration not stated),?,-1.1%,-42.6%,-6.3%,2.4%,-1.0,-12.8%
Cn1cccc1C(=O)OCC(=O)NCCCc1ccccc1,0.1%,-10.7%,-14.4%,-3.4%,.,-25.7,.
CC(C)OC(=O)c1cc2ccccc2[nH]1,9.0%,-0.3%,-19.8%,-1.4%,-2.7%,?,-2.0%
Cc1ccc(NS(=O)(=O)c2ccc3c(c2)oc(=O)n3C)cc1C,-3.7%,?,-19.6%,-3.7%,0.8%,-100.7*,0.7%
Cc1ccc(S(=O)(=O)Nc2cccc(C(=O)NCC(c3ccc(F)cc3)N3CCOCC3)c2)cc1 (configuration not stated),1.2%,-4.8%,0.8%,4.7%,.,20.0,.
Cc1nnc(NC(=O)CSc2nnc(Cc3cccn3C)n2-c2cccc(C(F)(F)F)c2)s1,1.3%,2.8%,79.5%[activator],35.3%[activator],-2.0%,18.8,-8.3%
Cc1cc(C)cc(Oc2nc3c(C)cccn3c(=O)c2/C=C(\C#N)c2nc3ccccc3s2)c1,3.3%,.,.,.,.,-17.6,1.1%
COC(=O)c1ccc(NC(=O)CCc2c(C)nc3ncnn3c2C)cc1,-9.5%,10.9%,1.3%,8.6%,0.5%,14.5,-14.0%
Cc1cnn(CCC(=O)NNC(=S)Nc2cccc(Cl)c2)c1,0.4%,6.2%,-17.6%,27.6%,2.3%,18.8,-11.1%
Cc1ccc(S(=O)(=O)NCCC(=O)N(C)Cc2cccs2)cc1,1.0%,1.3%,-25.4%,-7.6%,.,-13.1,?
CCc1cc(C(c2cccc(OC)c2)N2CCOCC2)c(NC(=O)c2ccccc2)s1 (configuration not stated),-8.9%,?,-10.5%,-2.2%,3.5%,35.7,-1.9%
O=C(Nc1ccccc1)Nc1cnccn1,6.2%,6.7%,-8.4%,-4.7%,-8.9%,-7.8,1.3%
O=C(COC(=O)c1cc[n+]([O-])cc1)Nc1ccccc1Cl,0.8%,10.9%,-18.7%,0.0%,-0.7%,-21.6,0.3%
COc1cccc(C(NC(C)=O)c2nc(-c3cnc4ccccc4c3)cs2)c1 (configuration not stated),-8.9%,.,.,27.9%,.,10.6,.
Cc1ccc(-n2c(SCC(=O)O)nc3c(sc(=S)n3-c3ccc(C)c(C)c3)c2=O)cc1,-12.6%,10.0%,-13.7%,-0.3%,-2.6%,-17.1,-9.7%
COc1ccccc1-c1ccc2c(c1)C(C)(Cc1cccc(F)c1)C(=O)N2 (configuration not stated),1.2%,.,.,-14.4%,.,-3.0,.
CC(=O)c1cccc(Nc2cc(C)nc3ccccc23)c1,5.0%,?,-18.0%,-6.5%,0.9%,8.8,2.7%
N#Cc1ccccc1S(=O)(=O)N1CCN(C(=O)c2cc(=O)[nH]c3ccccc23)CC1,1.8%,-0.8%,16.8%,10.5%,.,90.9,?
Cn1c(=O)cc(OCC(=O)N2CCN(c3ccccc3F)CC2)c2ccccc21,5.5%&3.8%,-12.0%,10.7%,11.7%,0.5%,16.3&3.2,?
O=C(OCC(=O)N1CCc2ccccc21)c1n[nH]c(=O)c2ccccc12,-14.5%,18.2%,-3.9%,2.8%,.,3.6,1.4%
CN1C(=O)/C(=C\c2ccncc2)SC1=Nc1ccccc1,1.4%,-28.1%,-16.8%,-10.2%,2.3%,-67.0*,?
Cc1ccc(NC(=O)CSCCc2ccccn2)nc1,1.3%,9.8%,-7.7%,-2.3%,2.5%,47.5,4.3%
Cc1ccccc1NC(=O)CN1C(=O)COc2ccc(S(=O)(=O)N3CCCC3)cc21,-3.8%,16.0%,-15.6%,6.6%,-1.0%,-12.1,-10.4%
Cc1ccc(C(=O)NC(=S)Nc2ccc(NC(=O)c3cccs3)cc2)cc1[N+](=O)[O-],-5.5%,-10.1%,-14.9%,43.4%[activator],-0.7%,-78.3*,1.7%
COCCNc1nnc(SC(C)C(=O)Nc2c(C)n(C)n(-c3ccccc3)c2=O)s1 (configuration not stated),-5.1%,22.2%,-6.7%,1.9%,0.2%,-28.3,-3.9%
CCN(CCn1cccn1)C(=O)CC1C(=O)NCCN1Cc1ccc(F)c(F)c1 (configuration not stated),-5.9%,5.8%,4.2%,3.5%,-0.1%,-14.5,-0.4%

# An excerpt from above, limited to AMA1-RON2 inh:
canonical_smiles | AMA1-RON2 inh
CCN(CCn1cccn1)C(=O)CC1C(=O)NCCN1Cc1ccc(F)c(F)c1 (configuration not stated) | 3.5%
N#Cc1ccccc1S(=O)(=O)N1CCN(C(=O)c2cc(=O)[nH]c3ccccc23)CC1 | 10.5%
Cc1cnn(CCC(=O)NNC(=S)Nc2cccc(Cl)c2)c1 | 27.6%

# (further entries)
SMILES,TbPYK inhibitor,HCV inhibitor,AmpC no deterg,AMA1-RON2 inh,LmPK inh,HCMV inh,AmpC inh detg
CCNc1cc(N2CCN(S(=O)(=O)c3ccc4c(c3)CCCC4)CC2)ccc1[N+](=O)[O-],0.7%,-3.7%,-6.4%,-8.1%,6.2%,-35.7,-6.3%
CCOc1cccc(=O)c2c(C)n(C)c(C)c12,-4.0%,?,16.9%,-21.5%,5.8%,-36.7,-18.5%
CCC(C)(C)NC(=O)Cn1c(=O)oc2cc(S(=O)(=O)N3CC(C)CC(C)C3)ccc21 (configuration not stated),2.1%,7.2%,-25.8%,-6.4%,6.8%,-32.7,2.5%
CCCn1c(=O)c2ccccc2n2c(SCC(=O)c3ccc(CC)cc3)nnc12,-6.5%,-1.8%,-21.6%,2.7%,0.3%,13.5,?
CCOc1cc(/C=N/OC(C)=O)ccc1OCc1ccccc1,3.0%,?,20.4%,-3.3%,2.4%,1.9,-2.2%
Cc1ccc(-n2c(-c3ccccc3)n[nH]c2=S)cc1,?,7.9%,-25.7%,85.9%[activator],?,37.3,-1.4%
CCC(=O)Nc1ccc2nc(C)n(Cc3ccccc3Cl)c(=O)c2c1,-1.1%,?,5.7%,-14.2%,0.8%,-40.0,-1.5%
CC(NC(=O)CSc1nnc(CC(=O)Nc2ccc(Cl)c(Cl)c2)n1C)c1ccccc1 (configuration not stated),7.9%,10.6%,-6.5%,-0.8%,10.8%,-23.3,-0.3%

# Quoted at random: two records from the list
SMILES,TbPYK inhibitor,HCV inhibitor,AmpC no deterg,AMA1-RON2 inh,LmPK inh,HCMV inh,AmpC inh detg
CCC(C)(C)NC(=O)Cn1c(=O)oc2cc(S(=O)(=O)N3CC(C)CC(C)C3)ccc21 (configuration not stated),2.1%,7.2%,-25.8%,-6.4%,6.8%,-32.7,2.5%
CCNc1cc(N2CCN(S(=O)(=O)c3ccc4c(c3)CCCC4)CC2)ccc1[N+](=O)[O-],0.7%,-3.7%,-6.4%,-8.1%,6.2%,-35.7,-6.3%

# Already shown: five of the compounds above.
SMILES,TbPYK inhibitor,HCV inhibitor,AmpC no deterg,AMA1-RON2 inh,LmPK inh,HCMV inh,AmpC inh detg
CCC(C)(C)NC(=O)Cn1c(=O)oc2cc(S(=O)(=O)N3CC(C)CC(C)C3)ccc21 (configuration not stated),2.1%,7.2%,-25.8%,-6.4%,6.8%,-32.7,2.5%
CCCn1c(=O)c2ccccc2n2c(SCC(=O)c3ccc(CC)cc3)nnc12,-6.5%,-1.8%,-21.6%,2.7%,0.3%,13.5,?
CCOc1cc(/C=N/OC(C)=O)ccc1OCc1ccccc1,3.0%,?,20.4%,-3.3%,2.4%,1.9,-2.2%
Cc1ccc(-n2c(-c3ccccc3)n[nH]c2=S)cc1,?,7.9%,-25.7%,85.9%[activator],?,37.3,-1.4%
CCC(=O)Nc1ccc2nc(C)n(Cc3ccccc3Cl)c(=O)c2c1,-1.1%,?,5.7%,-14.2%,0.8%,-40.0,-1.5%
